Growth percent in the NCI-60 one-dose screen (48 h, 10 µM unless noted): 100 = growth as untreated, 0 = no growth, -100 = all killed.
SF-539 = SF-539 CNS cancer | 81,000 compounds, 6.8% hits
DU-145 = DU-145 prostate cancer; 81,000 compounds, 4.2% hits
SF-268 = SF-268 CNS cancer cells; 82,000 compounds, 3.1% hits; AID 1794759
OVCAR-8 = OVCAR-8 ovarian cancer. 81,000 compounds, 4.4% hits
U251 = U251 CNS tumor cells. 80,000 compounds, 5.4% hits. AID 1794753
SNB-19 = SNB-19 CNS cancer cells. AID 1794751. 81,000 compounds, 2.5% hits
SF-295 = SF-295 CNS cancer cells. 79,000 compounds, 5.6% hits. AID 1794758
PC-3 = PC-3 prostate cancer cells; 80,000 compounds, 3.9% hits
An asterisk follows results filed as active; nt = no result given; & = joins results of further samples; [ ] = another dose, or the depositor's remark. The calls were made as follows: active = growth percent below 10; inactive = the rest.

SMILES	SF-539	DU-145	SF-268	OVCAR-8	U251	SNB-19	SF-295	PC-3
FC(F)(F)c1cn(CCN2CCNCC2)c2ncnc(Cl)c12	104	103	102	80	97	93	103	96
CCN(CC)/C([O-])=c1\cccc\c1=C1\N=C(c2ccccc2)N=C1[n+]1ccc(-c2ccccc2)cc1	89	102	102	98	98	100	100	93
O=C(CCn1cnc2c(cc(-c3ccccc3)n2-c2ccncc2)c1=O)Nc1ccc(F)cc1	107	99	100	121	109	103	nt	103
Cc1cc(N2CCOCC2)nc(N2CCC(C#N)CC2)n1	98	113	106	98	99	98	100	91
Cc1nn(-c2ccccc2)c2ncn(CC(=O)Nc3ccc(C(=O)N[C@@H](CCC(=O)O)C(=O)O)cc3)c(=O)c12	95	103	101	101	84	99	94	97
CC[N+]1(CC)CC[N+]2(CCCC(C)CC2)CC1 (stereo unspecified)	99	111	108	105	111	102	99	97
O=[N+]([O-])c1cccnc1Oc1cc(Cl)c(Cl)cc1Cl	105	112	98	109	96	115	80	87
C[N+](C)(C)CCS(=O)(=O)[O-]	107	116	109	110	102	110	nt	94
CC(=O)/C(C)=C\c1ccccc1	100	102	104	105	96	101	103	96
Cc1cccc(C(=O)C=C(C(F)(F)F)C(F)(F)F)c1	100	108	104	98	101	102	101	103
COc1cc(/C=C2\SC(=S)N(/C=C(/C#N)C(=O)c3ccc4ccccc4c3)C2=O)cc(OC)c1OC	99	101	74	91	81	95	87	78
Cc1nn(-c2ccc(-c3ccc(OC(F)(F)F)cc3)cc2)c2nc[nH]c(=O)c12	112	114	114	115	98	103	100	94
COc1cccc(-c2oc3cc(OC)ccc3c(=O)c2O)c1	69	55	69	66	50	70	105	57
N#CCCNC=O	94	106	102	104	101	nt	94	100
Cc1n[nH]c(C)c1-c1c(C)n[nH]c1C	-55*	9.5*	19	12	1.3*	28	19	18
CCOC(=O)c1c(NC(=O)C2CC2)nn(C)c1Nc1ccccc1	97	105	101	102	101	98	103	96
O=C(Nc1c(Br)cc2c(c1Br)Cc1ccccc1-2)C(F)(F)F	104	108	106	95	nt	106	100	83
O=C(COc1ccc(C2SCC(=O)N2c2ccccc2)cc1)c1ccccc1 (stereo unspecified)	101	102	93	94	96	99	97	81
CCOC(=O)N1C/C(=C/c2ccc(OC)cc2)C(=O)/C(=C/c2ccc(OC)cc2)C1	39	18	38	20	12	78	25	47
CCOC(=O)c1cc(OCC)c2c(ccc3ccccc32)n1	112	122	119	106	102	109	118	97
O=C(C1CC1)N1CCN(c2nc(NCCN3CCOCC3)ncc2Br)CC1	99	105	98	106	99	100	95	nt
OC[C@@H](O)[C@@H](O)CO	102	111	108	105	99	98	95	97
Nc1ccc(C(=O)/C=C/c2cc3ccccc3nc2Cl)cc1	95	72	95	95	87	91	97	68
O=C(CCl)NCCNc1nccc(Nc2ccc(S(=O)(=O)Nc3ccccn3)cc2)n1	-15*	14	9.9*	33	-68*	17	36	36
O=c1oc2cc(OS(=O)(=O)c3ccc(C(F)(F)F)cc3)ccc2c2c1CCCCC2	82	92	103	81	66	95	66	61
CCC(=O)Oc1ccc(C(OC(C)=O)OC(C)=O)cc1	98	103	96	115	105	123	98	100
CC(C)OC(=O)COc1ccc(F)cc1F	98	119	111	113	nt	93	94	103
O=C(O)c1ccc2c3c(ccc(C(=O)O)c13)CC2	95	112	110	97	nt	106	98	98
COc1cccc(C2C3=C(COC3=O)N(CCO)c3cc4c(cc32)OCO4)c1 (stereo unspecified)	-19*	0.6*	38	42	18	26	-14*	32
CCN(CC)CCCC(C)Nc1ccnc2cc(C)ccc12 (stereo unspecified)	102	103	92	104	106	108	90	92
CC(=O)Oc1cc(C)c(Cl)c2c(OC(C)=O)cc(C(C)=O)c(O)c12	100	110	96	94	100	98	112	92
COc1ccccc1I	95	110	103	102	102	98	109	94
C=CCNC(=O)c1ccc(OC)cc1	100	124	126	107	101	92	115	104
Nc1cccc(C(=O)Nc2cccc3ccc(O)cc23)c1	106	107	100	110	104	93	103	98
O=C(C[C@@H]1C(=O)Nc2ccccc2N1C(=O)c1ccccc1)Nc1ccc(F)cc1	93[100 µM]	103[100 µM]	95[100 µM]	86[100 µM]	88[100 µM]	89[100 µM]	91[100 µM]	63[100 µM]
c1ccc(SCN2CCCCC2)cc1	103	117	114	110	102	106	nt	94
CCOC(=O)c1ccc(Nc2sc(C(=O)c3ccc(Br)cc3)c(N)c2C#N)cc1	-1.7*	11	33	30	nt	62	-11*	18
COC(=S)OC1CC(n2cnc3c(N)ncnc32)OC1CO[Si](C)(C)C(C)(C)C (stereo unspecified)	113	102	99	104	91	113	102	81
Clc1ccc(-c2nc(NCCc3ccccc3)nc3c(NCCc4ccccc4)cnn23)cc1	31	85	35	48	48	86	56	52
OCC(O)C(O)C(O)C(O)c1nc2ccccc2s1 (stereo unspecified)	106	118	111	99	102	109	115	94

Single records, as listed above. Values in the order: SF-539, DU-145, SF-268, OVCAR-8, U251, SNB-19, SF-295, PC-3
Nc1cccc(C(=O)Nc2cccc3ccc(O)cc23)c1 is listed with 106, 107, 100, 110, 104, 93, 103, 98
COc1ccccc1I is listed with 95, 110, 103, 102, 102, 98, 109, 94
O=C(C1CC1)N1CCN(c2nc(NCCN3CCOCC3)ncc2Br)CC1 is listed with 99, 105, 98, 106, 99, 100, 95, nt
CCN(CC)CCCC(C)Nc1ccnc2cc(C)ccc12 (stereo unspecified) is listed with 102, 103, 92, 104, 106, 108, 90, 92
CC(=O)Oc1cc(C)c(Cl)c2c(OC(C)=O)cc(C(C)=O)c(O)c12 is listed with 100, 110, 96, 94, 100, 98, 112, 92

Later entries
SMILES	SF-539	DU-145	SF-268	OVCAR-8	U251	SNB-19	SF-295	PC-3
O=C(C1=C(O)C(=O)N(c2nncs2)C1c1cccc(Br)c1)c1cccs1 (stereo unspecified)	96	101	155	87	95	96	113	61
CN1C(=O)C2=C(Nc3ccccc3N(C(=O)C3CCC3)C2c2ccco2)C1(C)C (stereo unspecified)	98	105	98	107	95	99	101	101
CCNC(COC(=O)c1ccc([N+](=O)[O-])cc1)C1CCCCC1 (stereo unspecified)	101	111	105	103	104	98	93	94
CC1CC(OC(=O)C(O)c2ccccc2)CC(C)(C)C1 (stereo unspecified)	108	123	120	99	96	111	106	98
Nc1nc(N)c(N=Nc2ccc(S(=O)(=O)Nc3nccs3)cc2)cc1N=Nc1ccccc1	104	111	97	95	98	96	nt	91
CCCCn1c(=O)c2c(nc(NCCc3ccc(O)c(O)c3)n2CCC)n(CCCC)c1=O	88	75	75	75	77	92	95	44
Cc1cccc(N(CCO)CCC#N)c1	98	125	104	94	102	96	115	98
O=C(Nc1ccc(C2=NCCN2)cc1)c1ccc(C(=O)Nc2ccc(C3=NCCN3)cc2)c([N+](=O)[O-])c1	91&95	103&97	105&100	80&99	91&93	95&117	89&92	95&75
COCCOCn1c(NN)c(C#N)c2c(N)ncnc21	95	122	110	114	111	107	121	88
Cn1nc(C(F)(F)F)cc1-c1cnc(C#N)nc1NC1CCCCCC1	95	105	86	91	96	98	100	87
C[C@@]12Oc3c4c(cc5cc6ccccc6nc35)C[C@H]3C(C5CC5)CC[C@]41[C@@]3(O)CCC2=O (stereo partly specified)	101	110	95	95	101	97	98	91
COc1ccc(N2CCN(C(=O)Cc3ccc(NS(=O)(=O)c4ccccc4)cc3)CC2)cc1	101	104	96	97	98	91	91	89
O=c1[nH][nH]c2c([N+](=O)[O-])ccc(F)c12	108	106	105	99	95	102	103	91
N[C@H](CC/[N+]([O-])=N/O)C(=O)O	96	108	101	101	101	99	104	101
Cc1c(/C=C2\Cc3ccc(Cl)cc3C2=O)c(=O)n(-c2ccccc2)n1C	90	114	109	84	93	98	87	100
CCCCCc1ccc(C)cc1OC(=O)CC	106	101	98	105	104	108	102	103
COc1ccc(S(=O)(=O)Nc2cc(/C=C\c3cc(OC)c(OC)c(OC)c3)ccc2OC)cc1	-13*	-13*	9.2*	9.0*	0.4*	55	13	-2.4*
CC(=O)NNC(=S)/N=C\C(C(=O)c1ccccc1)=C(/O)c1ccccc1	101	108	99	102	99	105	108	93
CCNc1nc(S(=O)(=O)CC)nc2ccccc12	88	103	92	100	101	103	105	97
CCOc1ccc(/C=C\C(=O)O)cc1	110	111	115	99	103	106	103	102
NC(=S)NN=C1CCC2(CCCCC2)CC1	99	112	103	94	100	103	109	94
O=C(NCc1ccco1)Nc1cccc([N+](=O)[O-])c1	92	120	106	102	108	101	99	100
COc1ccc(OC)c(/C=C2\Cc3cc4c(cc3C2=O)OCO4)c1	89	94	88	74	89	86	88	89
O=C(OCC(COC(=O)c1ccccc1)(COC(=O)c1ccccc1)[N+](=O)[O-])c1ccccc1	109	130	116	nt	nt	nt	106	88
O=C(O)CCC(=O)Nc1ccccc1	104	122	109	111	104	111	99	98
CC(=O)Nc1ccc(S(=O)(=O)Nc2ccc(NS(=O)(=O)c3ccc(NC(C)=O)cc3)cc2)cc1	nt	112	98	93	91	106	101	90
COc1ccc(/C=N\NC(=O)N/N=C/c2ccc(OC)cc2)cc1	107	115	121	109	108	101	118	94
O=C(CCC(=O)c1nc2ncccc2[nH]1)NN1C(=O)CSC1c1cccc([N+](=O)[O-])c1 (stereo unspecified)	101	106	98	102	99	98	107	101
COc1ccc(-c2csc(NC(=O)CSc3nc(-c4ccc(Cl)cc4)c(C#N)c(=O)[nH]3)n2)cc1	96	118	100	104	100	101	94	92
CCc1ccc(NC(=O)N[C@@H](Cc2cccc(F)c2)C(=O)N[C@@H]2C(=O)N3CCC[C@H]3C(=O)N3CCCC[C@H]3C(=O)N[C@@H](CO)C(=O)N3C[C@H](C)C[C@H]3C(=O)O[C@H]2C)c(F)c1	40	27	31	21	31	28	16	18
Cn1c2ccccc2c2c(OC(=O)c3ccccc3)c3c(nc21)-c1ccccc1C3	102	104	96	93	107	105	100	87
O=C1CCn2c1c(O)c1ccccc1c2=O	113	114	114	103	nt	110	97	100
Cc1c(C(N)=O)sc2c1c(=O)n(Cc1ccccc1)c1nnc(-c3ccccc3)n21	101	101	99	97	97	101	117	86
CCOC(=O)c1cn2c3c(c(C)cc(C)c3c1=O)C(=O)/C(=C/c1ccc(F)cc1)C2	90	112	99	86	91	80	98	91
S=c1[nH]nc(-c2cc3ccc2CCc2ccc(cc2)CC3)n1Cc1ccccc1	107	113	103	106	104	101	99	101
O/N=C(/CSc1nnc(-c2ccccc2)n1-c1ccccc1)c1ccccc1	120	99	104	93	82	85	88	83
O=C(O)Cc1c[nH]c2ccccc12	96	105	98	99	98	111	96	93
NC(=O)C1C2C=CC(C2)C1c1ccccc1 (stereo unspecified)	98	116	118	105	107	108	115	108
COc1ccc(-c2cc(-c3ccc(Cl)cc3)nc3nc(N)nn23)cc1	96	101	90	99	91	92	97	106
COC1C[C@H](O[C@@H]2C[C@H](O[C@@H]3C[C@H](O[C@@H]4C(=O)c5c(cc6cc(O[C@H]7C[C@@H](O[C@H]8C[C@@H](O)[C@H](O)C(C)O8)[C@H](O)C(C)O7)c(C)c(O)c6c5O)C[C@H]4C(OC)C(=O)[C@@H](O)[C@@H](C)O)OC(C)[C@H]3O)OC(C)[C@@H]2O)OC(C)[C@@H]1O (stereo partly specified)	-8.3*	14	18	2.5*	0.9*	1.0*	7.4*	9.4*
Clc1ccc(Cc2ccncc2)cc1	nt	114	96	99	113	99	112	103
CCCCOc1nc2c(c(=O)n(C)c(=O)n2C)n1C	97	108	104	111	105	96	125	nt
C=C1C(=O)O[C@H]2[C@H]1CC/C(COC(=O)CCCc1c[nH]c3ccccc13)=C\CC[C@@]1(C)O[C@@H]21	42	50	61	66	56	71	82	51
CSc1nnc(-c2sc3nnc(-c4ccccc4)c(-c4ccccc4)c3c2O)o1	85	85	81	86	63	66	41	nt
COc1ccc(-c2nc3ncccn3c2-c2nnc(-c3cc(OC)c(OC)c(OC)c3)o2)cc1	83	98	nt	52	99	92	82	81
COc1ccc(-c2cnoc2-c2cc(OC)c3c(c2)OCCO3)cc1	nt	-9.8*	20	9.4*	-17*	29	9.3*	nt
C=CC(=O)OCCCCCC	87	106	103	106	106	nt	106	96
C/C(=C\C(=O)c1ccc(Cl)cc1)c1ccc(Cl)cc1	104	113	96	96	100	100	109	88
COc1ccc(Cn2cc3c(c2-c2cc(OC)c(OC)c(OC)c2)CCCc2cnoc2-3)cc1[N+](=O)[O-]	88	89	83	90	89	83	81	70
C=C(NC(C)=O)C(=O)O	102	110	105	96	92	96	102	95
COc1ccc(/C=C2\N=C(c3ccccc3)N(c3cc(OC)c(OC)cc3C(=O)N3N=C(C)CC3=O)C2=O)cc1O	92	108	100	97	103	94	104	100
COc1cc(NC(=O)CSc2nc3ccc(Cl)cc3c(=O)n2-c2ccccc2)cc(OC)c1OC	94	102	91	93	93	100	88	81
CCCCCCCOc1cccc(/C=C2\N=C3SCCCN3C2=O)c1	111	95	103	102	91	93	94	85
CCOC(=O)/C(=C/c1ccc(OC)cc1)C(=O)c1ccccc1	100	38	83	82	72	87	nt	63

In another format: results already given
structure | SF-539 | DU-145 | SF-268 | OVCAR-8 | U251 | SNB-19 | SF-295 | PC-3
COc1ccc(-c2nc3ncccn3c2-c2nnc(-c3cc(OC)c(OC)c(OC)c3)o2)cc1 | 83 | 98 | nt | 52 | 99 | 92 | 82 | 81
COc1ccc(-c2cnoc2-c2cc(OC)c3c(c2)OCCO3)cc1 | nt | -9.8* | 20 | 9.4* | -17* | 29 | 9.3* | nt
C=CC(=O)OCCCCCC | 87 | 106 | 103 | 106 | 106 | nt | 106 | 96
C/C(=C\C(=O)c1ccc(Cl)cc1)c1ccc(Cl)cc1 | 104 | 113 | 96 | 96 | 100 | 100 | 109 | 88

High-throughput results (PubChem BioAssay)

An unsorted share of the library; 9.2% or so of the library scored in one or more.
